# Source: PubChem BioAssay
# PLC-beta3 inh = human PLC-beta3 inhibitors, primary screen, biochemical, fluorescence. inhibition, % at 12.2 µM. 370,000 compounds, 0.18% hits. 1-phosphatidylinositol 4,5-bisphosphate phosphodiesterase beta-3 (Homo sapiens), Q01970. Purified PLC-beta3, fluorogenic substrate. AID 720704, 2013; in the data active = inhibition above about 11%;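 also: 0% = median of compound wells on plate and 100% = full blocker control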
# Target sequence (Q01970 whole entry, looked up): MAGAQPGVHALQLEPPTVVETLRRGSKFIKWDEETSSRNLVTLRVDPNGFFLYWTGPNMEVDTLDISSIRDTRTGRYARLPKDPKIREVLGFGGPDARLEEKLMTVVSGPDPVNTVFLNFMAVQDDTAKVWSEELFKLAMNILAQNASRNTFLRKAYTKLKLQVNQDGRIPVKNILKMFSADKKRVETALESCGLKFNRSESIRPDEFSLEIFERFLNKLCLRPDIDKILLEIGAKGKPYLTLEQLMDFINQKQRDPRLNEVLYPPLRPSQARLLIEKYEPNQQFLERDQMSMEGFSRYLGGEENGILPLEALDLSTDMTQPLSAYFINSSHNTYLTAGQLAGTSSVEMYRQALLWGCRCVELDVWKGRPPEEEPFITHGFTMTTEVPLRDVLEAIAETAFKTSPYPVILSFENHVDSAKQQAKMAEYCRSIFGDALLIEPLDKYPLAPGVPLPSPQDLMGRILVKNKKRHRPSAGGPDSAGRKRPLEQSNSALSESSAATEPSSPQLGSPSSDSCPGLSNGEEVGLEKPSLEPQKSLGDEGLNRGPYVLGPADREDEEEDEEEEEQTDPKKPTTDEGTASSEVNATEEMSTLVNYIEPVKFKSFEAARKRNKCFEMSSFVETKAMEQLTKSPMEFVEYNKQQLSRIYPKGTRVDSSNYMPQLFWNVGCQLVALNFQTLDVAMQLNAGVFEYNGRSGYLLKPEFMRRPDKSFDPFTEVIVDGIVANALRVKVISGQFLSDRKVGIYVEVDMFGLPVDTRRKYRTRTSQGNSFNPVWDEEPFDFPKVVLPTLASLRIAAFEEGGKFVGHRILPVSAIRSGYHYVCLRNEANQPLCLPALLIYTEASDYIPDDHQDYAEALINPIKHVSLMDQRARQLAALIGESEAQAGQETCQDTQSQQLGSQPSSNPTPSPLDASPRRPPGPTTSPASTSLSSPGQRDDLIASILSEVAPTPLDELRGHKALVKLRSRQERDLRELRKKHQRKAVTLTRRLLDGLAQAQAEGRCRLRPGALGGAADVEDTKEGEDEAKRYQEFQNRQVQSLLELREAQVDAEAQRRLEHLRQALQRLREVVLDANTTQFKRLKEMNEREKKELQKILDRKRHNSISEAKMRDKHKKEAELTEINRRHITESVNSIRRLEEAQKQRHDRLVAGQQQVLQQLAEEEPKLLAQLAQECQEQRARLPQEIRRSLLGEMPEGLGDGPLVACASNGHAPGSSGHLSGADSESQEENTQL
# DAX1 inh-1 = DAX1 (NR0B1) inhibitors on StAR promoter, primary screen, cell-based, luminescence, SF-1 (NR5A1), full-length DAX-1; HEK293T StAR-luciferase reporter, SF-1/DAX-1 repression relief; inhibition, % at 6.8 µM; 370,000 compounds, 1.1% hits; AID 652010, 2013;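 active = inhibition above the mean over all tested compounds plus 3 SD, cut at about 3.6% in these data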;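 also: 0% = DAX-1 cells with DMSO and 100% = cells lacking DAX-1 with DMSO; higher inhibition means more luminescence from relief of DAX-1 repression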
# PLC-gamma1 inh = PLC-gamma1 enzyme inhibitors, primary screen, biochemical, fluorescence, purified enzyme. fluorogenic substrate. inhibition, % at 12.2 µM. 370,000 compounds, 0.84% hits. 1-phosphatidylinositol 4,5-bisphosphate phosphodiesterase gamma-1 (Homo sapiens), P19174; in the data active = inhibition above about 9.5%
# hgDAF12 agonist = H. glycines DAF-12 receptor agonists, primary screen, cell-based, luminescence, HEK293, GAL4 fusion, UAS-luciferase; Nuclear hormone receptor DAF-12 (Heterodera glycines), GAL4 fusion; HEK293 GAL4-hgDAF12 UAS-luciferase reporter, agonist luminescence; normalized to butyrate control; activation, % at 6.8 µM; 370,000 compounds, 1.8% hits;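 active = activation above a cutoff set at the mean of all screened compounds plus 3 SD, cut at about 10% in these data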;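 also: 0% = DMSO wells and 100% = sodium butyrate wells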
# MBD2 inh = inhibitors of MBD2 binding to methylated DNA, primary screen, biochemical, TR-FRET, DNA-binding domain, human; MBD2 binding to methylated oligonucleotide; inhibition, % at 4.4 µM; 370,000 compounds, 0.31% hits; AID 686964, 2013; in the data active = inhibition above about 13%
# DAX1 inh-2 = DAX1 (NR0B1) inhibitors, primary screen, cell-based, HEK293, Gal4-DAX1, luciferase luminescence; HEK293 Gal4-DAX1 luciferase reporter; inhibition, % at 6.75 µM; Nuclear receptor subfamily 0 group B member 1 (Homo sapiens), P51843; 340,000 compounds, 0.99% hits; AID 504766, 2011;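 active = inhibition above the mean over all tested compounds plus 3 SD, cut at about 4.2% in these data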;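 also: 0% = DAX1-transfected cells with DMSO and 100% = empty-vector control cells with DMSO; inhibition shows as a rise in luminescence from relieved DAX1 repression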
# SMARCA2 activ = SMARCA2 (BRM) function activators, primary screen, cell-based, luminescence, high throughput | MG213 cells, MMTV-luciferase reporter, dexamethasone, overnight | activation, % at 9.1 µM | 370,000 compounds, 1% hits | AID 652017, 2013; in the data active = activation above about 7.8%;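 also: 0% = vehicle wells and 100% = reference activator wells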
# hcDAF12 agonist = H. contortus DAF-12 nuclear receptor activators, primary screen, cell-based, luminescence, HEK293, lit1-tk-luc reporter; HEK293 hcDAF-12 lit1-tk-luc reporter; 0% DMSO, 100% Δ7-dafachronic acid; activation, % at 6.8 µM; 370,000 compounds, 1.4% hits; AID 652067, 2013;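 active = activation above the mean of all tested compounds plus 3 SD, cut at about 5.5% in these data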;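 also: 100% = response to 3 µM Δ7-dafachronic acid high control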
# ssDAF-12 act = S. stercoralis DAF-12 nuclear receptor activators, primary screen, cell-based, luminescence, HEK293, GRIP1 co-expression, lit1-tk-luc. Nuclear hormone receptor DAF-12 (Strongyloides stercoralis). HEK293 ssDAF-12/GRIP1 lit1-tk-luc reporter; % of 3 µM dafachronic acid response. activation, % at 6.8 µM. 370,000 compounds, 1% hits;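 active = activation above the mean over all tested compounds plus 3 SD, cut at about 0.9% in these data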;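 also: 0% = DMSO-only wells and 100% = 3 µM delta7-dafachronic acid wells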
# Rev-erbA mod = modulators of Rev-erb alpha DNA binding, primary screen, biochemical, FITC-DNA, fluorescence polarization, uHTS. Nuclear receptor subfamily 1 group D member 1 (Homo sapiens), P20393. Rev-erbα–FITC-DNA binding, 90 min. activity, % at 10 µM. 370,000 compounds, 0.79% hits. AID 1259318, 2017;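 active = activity above about 14%, limit read from the data; passing the limit was not always enough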;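 also: 0% = DMSO wells with 35 nM protein and 100% = DMSO wells with 750 nM protein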
# ADAM17 inh = ADAM17 inhibitors, primary screen, biochemical, QFRET | Disintegrin and metalloproteinase domain-containing protein 17 (Homo sapiens), P78536 | inhibition, % at 6.95 µM | recombinant ADAM17, EDANS/DABCYL FRET peptide cleavage | 370,000 compounds, 0.83% hits;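 active = inhibition above the mean of compounds lying between control limits plus 3 SD, set per campaign, cut at about 8.5% in these data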;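 also: 0% = DMSO-only wells as the low control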
# Active calls of the source: *; / = not tested or not shown; & = joins results of further samples.
SMILES,PLC-beta3 inh,DAX1 inh-1,PLC-gamma1 inh,hgDAF12 agonist,MBD2 inh,DAX1 inh-2,SMARCA2 activ,hcDAF12 agonist,ssDAF-12 act,Rev-erbA mod,ADAM17 inh
CC(C)NC(=O)c1cc2cc(Br)ccc2oc1=O,-2,-0.8,-4,0.3,0,0.4,-3,1.2,-0.5,5,-5
Cc1cc[n+](C(C)C(=O)c2ccc(Cl)cc2)cc1 (stereo not drawn),-3,-0.1,2,-2.8,1,-1.3,0,0.4,-1.3,-1,3
Nc1ccc(N2CCN(c3ccc(F)cc3)CC2)cc1,-4,-1.0,-1,-2.8,-8,-0.9,0,1.0,-0.6,7,4
O=C(CSc1nnc(Cn2nnc(-c3ccccc3)n2)n1-c1ccccc1)Nc1ccc(F)cc1,0,-1.0,2,-1.4,-2,-1.9,-2,0.6,-1.2,3,3
Cc1ccc(OCCN2CCC2(C)C(=O)Nc2ccc3c(c2)OCO3)cc1 (stereo not drawn),0,-0.3,-3,1.0,-5,/,-1,-0.6,-1.6,3,1
COc1ccccc1CNS(=O)(=O)c1c(C(=O)N2CCCCCC2)c(C)n(C)c1C,-8,-1.8,0,0.6,-1,0.2,-2,-1.2,-0.9,-1,2
CCCC(=O)Nc1sc2c(c1C(=O)OC)C(C(=O)OC)CC2 (stereo not drawn),0,-0.8,-1,2.0,1,0.0,1,0.1,-1.1,-5,-6
Cc1c(C(=O)Nc2cc(F)cc(F)c2)cnn1-c1ccccc1,-4,1.3,1,9.5,-2,1.6,4,0.2,0.8,4,-2
O=C(O)C1CCCN1c1ncnc2ccccc12 (stereo not drawn),4,0.4,-1,-1.3,-3,-0.7,0,-0.5,-1.1,-3,-1
Cc1ccccc1-n1c(Cn2c(=O)sc3ccccc32)nnc1SCC(N)=O,5,-0.9,1,1.3,0,4.6*,-1,-1.6,-0.8,-4,-2
O=c1ccn([C@@H]2O[C@H](CNCc3ccccc3)[C@@H](O)[C@H]2O)c(=O)[nH]1,3,0.0,0,-1.8,-6,/,-4,0.9,-1.2,-5,2
Cc1ccc(C(=O)/C=C/Nc2ccccc2C(N)=O)cc1,-101,4.7*,-78,12*,0,-2.1,0,7.0*,1.8*,5,-80
COc1cccc(/C=N/Nc2ccnc(=O)[nH]2)c1O,-21,-0.5,-8,8.8,2,-2.4,3,0.6,-0.2,4,-10
Cc1ccc(S(=O)(=O)N(C)c2ccc(C(=O)Nc3c(C)n(C)n(-c4ccccc4)c3=O)cc2)cc1,-4,0.1,0,-0.1,0,1.0,-1,-1.8,-1.8,-1,1
CC1CCCCC1NCC#CCOc1ccc(Cl)cc1 (stereo not drawn),0,0.9,1,4.2,-1,1.5,3,0.2,-1.4,-1,-1
Cc1nc(Nc2cccc(C(F)(F)F)c2)nc2c1C(=O)CC(C)C2 (stereo not drawn),3,0.4,-2,-1.9,-6,-0.1,2,-2.8,-0.8,10,0
O=C(Nc1ccc(F)cc1)/C(=C1/CCCCCN1)[N+](=O)[O-],-1,0.7,4,4.0,3,3.1,-1,-1.6,-1.8,4,-4
Cc1nn(-c2ccc(F)cc2)c(C)c1NS(=O)(=O)c1ccc2ccccc2c1,0,-0.7,-1,-2.8,-3,0.8,-1,-1.9,-1.5,0,5
CCc1nnc(NC(=O)c2c(OC)cccc2OC)s1,-1,-0.6,1,-0.4,2,-0.8,-2,0.0,-0.8,-4,-5
CCOC(=O)c1cccc2c1-c1ccccc1/C2=N/O,-12,-0.4,-7,3.6,0,0.3,-3,-0.8,-1.9,4,3
COc1ccc(C2=NN(Cc3ccccc3)C3C(=O)NC(=O)C23)cc1 (stereo not drawn),-9,0.6,3,1.3,-5,1.3,-5,0.5,-1.2,-2,-7
CCOc1cc(N2CCOCC2)c(OCC)cc1NC(=O)COc1cccc2cccnc12,-1,-1.9,-4,-5.4,2,-4.1,-2,-2.7,-1.3,-6,-7
COCCCNC(=O)Nc1ccc(Br)cc1Cl,5,-0.4,0,1.2,-6,-0.3,1,-1.3,-1.3,-3,-2
Nc1ccc(C(=O)Nc2ccc(Nc3ccncc3)cc2)cc1,-2,0.1,4,-0.1,3,0.5,-2,-1.8,-1.2,-4,-4
CC(=O)NC(Cc1c[nH]c2ccccc12)C(=O)NCc1ccc2c(c1)OCO2 (stereo not drawn),1,0.8,2,2.7,6,0.5,-1,1.0,-0.3,-4,-1
O=C1CCCN1CC(O)CS(=O)(=O)Cc1ccc(Cl)c(Cl)c1 (stereo not drawn),0,-0.1,9,-0.1,16*,-0.1,0,-1.8,-1.1,-2,-7
CN1C(=O)C(Br)(Br)CC1c1cccnc1 (stereo not drawn),0,-0.2,0,2.1,-2,/,-1,0.4,-0.7,1,-4
O=C(Nc1ccc(F)cc1)C(c1ccnc2ccccc12)N1CCN(c2cccc(C(F)(F)F)n2)CC1 (stereo not drawn),7,-0.7,2,3.3,-2,/,-2,0.3,-0.9,-4,8
Cc1cccc(CN[C@@H]2CC[C@@]34CCCN3C(=O)CCC[C@H]4C2)c1,0,/,2,-2.2,2,/,/,-2.1,-1.2,0,-5
COc1ccccc1CN=C1NC(=O)C(CC(=O)Nc2ccc(OC)c(OC)c2)S1 (stereo not drawn),7,0.5,0,-2.1,3,-0.3,-2,-1.4,-1.1,6,0
COc1cc(CNCCCN2CCOCC2)cc(Br)c1OCc1ccc(Cl)cc1,-1,1.6,3,1.8,-1,1.0,1,-0.5,-1.5,1,1
O=C1CCC(N2C(=O)c3ccccc3C2=O)C(=O)N1 (stereo not drawn),4,0.3,2,2.3,2,-0.1,1,-1.4,-0.4,8&9,0
COc1cccc(CN2CCN(Cc3cccc(Br)c3)CC2)c1OC,-1,0.1,5,6.4,0,-0.9,1,-1.2,-1.5,1,0
Cn1c(=O)c(C(=O)COC(=O)c2cc(C(F)(F)F)nc3ccccc23)c(N)n(Cc2ccccc2)c1=O,-5,-0.2,-6,0.4,-6,/,1,0.2,-1.3,-4,-1
O=C(CCl)Nc1ccc2c(c1)OCO2,-3,-2.5,6,-6.7,-5,0.2,-2,-0.9,-1.4,-1,0
Cn1cnc([N+](=O)[O-])c1Sc1ccncn1,-9,-0.3,-1,0.3,-2,2.1,4,1.8,-1.0,-5,-3
Cc1cc(C(=O)NNC(=O)c2cccc(S(=O)(=O)N3CCOCC3)c2)c2ccccc2n1,-5,0.0,1,0.6,0,0.4,-1,0.7,-1.2,-6,-5
CCOc1ccc2[nH]c3nc(SCC(=O)OC(C)C)nnc3c2c1,-1,0.1,-1,3.0,-5,2.0,-1,-2.1,-1.2,4,-1
COc1ccc(Oc2coc3cc(OC(=O)/C=C/c4ccccc4)ccc3c2=O)cc1,-25,0.2,-20,-1.1,4,1.9,3,-0.1,-1.3,3,-9
CC1(C)SCC(C(=O)O)N1C=O (stereo not drawn),-2,-0.7,-5,-0.4,1,0.0,1,-0.2,-1.6,-4,-5

# Reformatted: results already given.
molecule	PLC-beta3 inh	DAX1 inh-1	PLC-gamma1 inh	hgDAF12 agonist	MBD2 inh	DAX1 inh-2	SMARCA2 activ	hcDAF12 agonist	ssDAF-12 act	Rev-erbA mod	ADAM17 inh
CCCC(=O)Nc1sc2c(c1C(=O)OC)C(C(=O)OC)CC2 (stereo not drawn)	0	-0.8	-1	2.0	1	0.0	1	0.1	-1.1	-5	-6
Nc1ccc(C(=O)Nc2ccc(Nc3ccncc3)cc2)cc1	-2	0.1	4	-0.1	3	0.5	-2	-1.8	-1.2	-4	-4
COc1ccccc1CN=C1NC(=O)C(CC(=O)Nc2ccc(OC)c(OC)c2)S1 (stereo not drawn)	7	0.5	0	-2.1	3	-0.3	-2	-1.4	-1.1	6	0
Cc1ccc(C(=O)/C=C/Nc2ccccc2C(N)=O)cc1	-101	4.7*	-78	12*	0	-2.1	0	7.0*	1.8*	5	-80

# Further compounds follow:
SMILES,PLC-beta3 inh,DAX1 inh-1,PLC-gamma1 inh,hgDAF12 agonist,MBD2 inh,DAX1 inh-2,SMARCA2 activ,hcDAF12 agonist,ssDAF-12 act,Rev-erbA mod,ADAM17 inh
Cc1[nH]c(=O)[nH]c(=O)c1Cc1cccc2ccccc12,-2,0.1,-1,-1.3,-3,0.1,-4,0.1,-1.2,1,0
CC(=O)NCC(=O)NC1(C(=O)NC2CCCC2)CCCCC1,3,0.3,1,0.4,-4,1.0,1,-0.8,-1.1,-2,0
O=C(C1CC1)N1CCCN(C(=O)C2CC2)CC1,1,0.3,-1,-1.1,-5,0.2,-3,-0.6,-0.8,-3,-5
COCC(C)NC(C(=O)Nc1ccc(C)c(Cl)c1)c1ccccc1 (stereo not drawn),7,0.0,-1,2.2,3,0.4,0,0.1,-1.2,-1,0
Cc1ccc(N2C(N)=C(C#N)C(c3cccs3)C3=C2CC(C)(C)CC3=O)cc1 (stereo not drawn),-27,-0.2,-20,1.1,-2,0.2,2,-2.8,-1.9,6,-8
CC(=O)Nc1nnc(S(=O)(=O)N2CCN(c3ccc([N+](=O)[O-])cc3Cl)CC2)s1,-2,0.3,0,-0.8,2,1.0,-4,3.0,-0.5,2,-1
CCc1cccc(CC)c1NC(=O)COC(=O)/C(C#N)=C/c1ccc(OC)cc1,-1,-0.3,0,-0.6,3,-0.3,-2,0.6,-1.1,-1,0
COc1cccc(CNC(=O)C(=O)NCC(c2ccco2)N2CCOCC2)c1 (stereo not drawn),-1,-0.6,1,-3.2,5,-0.7,-3,-1.9,-1.4,-6,-5
Nc1ncnc(NCc2ccc(F)cc2)c1[N+](=O)[O-],2,-0.1,2,2.5,1,1.7,1,-1.5,-1.5,-5,1
CCOc1ccc(Nc2ccc(N)c(S(=O)(=O)O)c2)cc1,-15,-0.1,-6,-1.4,0,2.5,0,0.2,-1.8,-27,1
CSc1cccc(NC(N)=O)c1,-6,-0.4,-2,-0.6,3,/,0,0.9,-0.8,4,-4
Cc1cc(=O)oc2cc(OCC(O)CN3CCN(c4ccc(F)cc4)CC3)ccc12 (stereo not drawn),-3,0.6,-2,1.7,3,-1.2,-2,-1.4,-1.6,1,-13
O=C([C@@H]1CCCN1C(=O)c1cccs1)N1CCN(S(=O)(=O)c2ccccc2F)CC1,-5,-0.2,0,-0.5,-5,0.1,0,-1.4,-0.9,1,-3
Cc1cc(Cl)ccc1Oc1ccc(C(N)=O)cc1[N+](=O)[O-],-1,-0.2,8,0.1,-4,-0.5,-1,-1.8,-1.0,-2,1
Cc1ccc(NC(=O)CN2CCN(c3ccccn3)CC2)c(Cl)c1,7,0.4,7,0.6,2,0.1,0,-0.8,-1.5,8,5
